# From PubChem BioAssay
# HepG2 tox = kills HepG2 cells in TGF-b inhibitor counter-screen | HepG2 CAGA-GFP viability, ATP luminescence, 18 h | Potency, µM (series often up to 46.1 µM), for the others: at the highest dose activity change, negative = cytotoxicity, hits mostly cytotoxic | 0.76% of 410,000 active | AID 588856; note: potency is the fitted concentration of half-maximal effect; some results filed as inactive show a strong effect at the top dose
#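 HepG2 CAGA-GFP cells (1000/well, DMEM with 1% FBS) received compound, then TGF-beta at 500 pg/mL final, and were incubated 18 hours at 37 degrees C. Viability was read by CellTiter-Glo luminescence. Media-only wells were set as complete cell-killing and DMSO as no toxicity.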
# HT1080NT lethal = kills 2HG-producing HT-1080-NT fibrosarcoma cells | HT-1080-NT fibrosarcoma viability, CellTiter-Glo ATP luminescence, 48 h | Potency, µM (top dose mostly 46.1 µM), for the others: at the top dose activity, negative = less viability, most hits filed as cytotoxic | 1.6% of 360,000 active;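 note: NT is the 2HG producing partner of a matched IDH1 knockdown line; potency is the fitted concentration of half-maximal effect; 0% = DMSO-treated cells and -100% = media-only wells without cells; nearly all actives have a fitted effect of over 55% in size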
#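 HT-1080-NT fibrosarcoma cells (2HG-overproducing), 750 cells/well in RPMI with 5% FBS, dosed after 2 h and incubated 48 h at 37C. CellTiter-Glo luminescence normalized to DMSO and no-cell wells; concentration-response curves fitted and classed.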
# MCF10A rereplic = DNA re-replication induction in MCF 10a cells. MCF 10A DNA re-replication, Hoechst nuclear intensity, 48 h. Potency, µM (highest dose often 46.1 µM), for inactives: at the highest dose activity, positive = re-replication, most hits filed as activators. 2.9% of 350,000 active; note: potency is the fitted concentration of half-maximal effect; % of control where 0% means no effect; nearly all actives have a fitted effect of over 50% in size
# IL-1B inflam inh = inflammasome signaling inhibition, IL-1 beta readout; THP-1 LPS/ATP IL-1B secretion, AlphaLISA, 16 h; hits give low values; 4.7% of 360,000 active; AID 743279; activity change, % at 57.5 µM; in the data active = activity change below about -50%; inconclusive = mostly about -30% to -49%; note: % is set by controls: 0 for no effect and ±100 for the full control effect
#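 Secreted IL-1B measured by AlphaLISA bead assay after 16 h compound exposure of THP-1 cells; compounds (final up to 57.5 uM) added 1 h before LPS (250 ng/mL) and ATP (1.25 mM) stimulation; lower signal means less secretion.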
# HT1080 IDH1KD tx = HT-1080 IDH1 knockdown cell toxicity (counter line). Potency, µM (doses to about 46.1 µM), inactives show at the top dose activity, negative = toxicity, actives largely listed as cytotoxic. AID 686971. 2% of 360,000 active. HT-1080 IDH1 knockdown viability, ATP luminescence, 48 h;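 note: potency is the fitted concentration of half-maximal effect; 0% = DMSO wells and -100% = cell-free medium wells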
#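 Using the IDH1-knockdown HT-1080 line run in the same batch and compound series as the NT line, viability after 48 h at 37 °C was determined by CellTiter-Glo luminescence and expressed as % activity.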
# S2 tox = viability counter-screen for ATXN expression inhibitors. AID 651635. Potency, µM (highest dose often 56.7 µM), usual class: cytotoxic. S2 cells (HEK-293 line with an ATXN2-luciferase reporter) viability, CellTiter-Fluor protease fluorescence, 24 h. 0.49% of 400,000 active; note: potency is the fitted concentration of half-maximal effect; nearly all actives have a fitted effect of over 40% in size
# KB-3-1 tox = KB-3-1 parental cell cytotoxicity. KB-3-1 viability, CellTiter-Glo ATP luminescence, 72 h. Potency, µM (series often up to 46.1 µM), without a hit: top-dose activity change, negative = cytotoxic, actives largely listed as cytotoxic. 1.4% of 400,000 active. AID 1347075; note: potency is the fitted concentration of half-maximal effect; % is set by controls: 0 for no effect and ±100 for the full control effect; nearly all actives have a fitted effect of over 60% in size
#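 Parental KB-3-1 adenocarcinoma cells in phenol-red-free DMEM with 10% FBS were pin-treated with compounds at several concentrations, incubated 72 h at 37 °C, and viability read by CellTiter-Glo luminescence; concentration-effect curves were fitted after normalization.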
# SW480 rerep = DNA re-replication induction in SW480 cells; SW480 DNA re-replication, Hoechst DNA content imaging, 48 h; 1.8% of 340,000 active; Potency, µM (titrated, usually from 46.1 µM), without a hit: top-dose re-replication activation, actives largely listed as activators; note: potency is the fitted concentration of half-maximal effect; % of control where 0% means no effect; nearly all actives have a fitted effect of over 55% in size
#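 Readout is total intensity of Hoechst-stained nuclei, excited at 405 nm and collected at 500-530 nm. Compound treatment lasted 48 hr at 37 C in 5% CO2 before staining.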
# ATXN2 expr inh = inhibitors of ATXN2 expression | HEK-293 ATXN2-luciferase reporter, luminescence, 24 h | Potency, µM (titrated, usually from 57 µM), for inactives: at the highest dose activity change, negative = inhibition, usual class: inhibitors | 0.72% of 360,000 active | AID 1745845; note: potency is the fitted concentration of half-maximal effect; % is set by controls: 0 for no effect and ±100 for the full control effect; nearly all actives have a fitted effect of over 55% in size
#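 ATXN2-luciferase reporter cells (luciferase flanked by upstream and downstream ATXN2 gene portions) were treated 24 h at 37 °C with compounds at up to 57 uM. SteadyGlo luminescence gave expression; GF-AFC fluorescence gave viability.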
# * = called active by the depositor; i = inactive; ? = inconclusive; . = no result given; & = joins results of further samples; [ ] = another dose, or the depositor's remark. Unless noted, calls come from the whole dose curve; as a rule, active = well fitted curve in the direction sought with a large enough effect; inconclusive = small, poorly fitted or top-dose-only effect, or another doubt; inactive = no such curve, though single readings can be large; an effect the other way counts as inactive or inconclusive. No enrichment for hits; about 8.9% have a hit in one of these screens.
# The line under a structure holds: HepG2 tox	HT1080NT lethal	MCF10A rereplic	IL-1B inflam inh	HT1080 IDH1KD tx	S2 tox	KB-3-1 tox	SW480 rerep	ATXN2 expr inh
- O=C(NCc1ccco1)C(c1ccccc1)N(C(=O)Cc1cccs1)c1ccccc1F (stereo unspecified)
    -24%	14%	15%	?	2%	?	-13%	15%	-7%
- COc1cc(OC)cc(C(=O)NCC2CCCN(C(=O)c3csc(C(C)C)n3)C2)c1 (stereo unspecified)
    0%	1%	-1%	0	4%	i	16%	1%	7%
- C/C(=N\NC(=O)c1ccc(CSc2nncn2C)cc1)c1ccc2ccccc2c1
    -3%	4%	-3%	-6	1%	i	5%	-1%	.
- Cc1nc(Nc2c(Cl)cccc2Cl)sc1C(=O)Nc1ccccc1
    -17%	20%	20%	-13	2%	i	20%	?	-20%
- ON=C1c2cc(OCCN3CCCCC3)ccc2-c2ccc(OCCN3CCCCC3)cc21
    -53%	21µM*	1%	-97*	23µM*	?	?	1%[9.22 µM]	?
- COC(=O)c1ccc(/C=N/N2CCN(Cc3ccccc3Cl)CC2)cc1
    -7%	-2%	4%	29	1%	i	17%	-10%	-10%
- Cc1cccc(OCC(=O)Nc2ccncc2)c1
    -3%	-16%	0%	54	-1%	i	0%	0%	1%
- O=C(c1cc(-c2ccccc2)on1)N(Cc1cccnc1)C(c1ccccn1)c1nc2ccccc2[nH]1 (stereo unspecified)
    -1%	-28%	.	25	?	?	-9%	.	?
- COc1ccc(-c2c(-c3ccsc3)oc(=O)c3cc(OC)c(OC)cc23)cc1
    1%	13%	1%	40	9%	i	0%	-8%	26%
- COC(=O)C(CC(C)C)NC(=O)c1ccc([N+](=O)[O-])c(C)c1 (stereo unspecified)
    1%	11%	2%	-2	14%	i	11%	-9%	1%
- C=CCn1c(SCc2nc3ccccc3c(=O)[nH]2)nc2sc3c(c2c1=O)CCCC3
    1%	-11%	15%	27	-5%	i	-1%	-5%	6%
- COc1ccc(-c2nn(-c3ccccc3)cc2C(=O)NC(=S)Nc2cc(Cl)ccc2Cl)cc1
    0%	12%	15%	-23	16%	i	-14%	-6%	-19%
- Cc1ccc(Cl)cc1N1CCN(C(=O)c2noc(C)c2[N+](=O)[O-])CC1
    1%	?	13%	-29	?	i	-7%	?	-17%
- Cc1ccc2oc(-c3ccc(Cl)c(NC(=O)Cc4ccccc4)c3)nc2c1
    5%	.	.	.	.	i	-34%	.	33%
- CCOC(=O)Nc1ccc(NC(=O)c2ccccc2F)cc1
    7%	10%	10%	-17	-1%	i	-1%	-155%[inhibitor]	.
- O=C1CC(C(=O)Nc2ccc(Cl)c(Cl)c2)S/C(=N\N=C\c2ccco2)N1 (stereo unspecified)
    -3%	0%	-3%	-5	-9%	i	17%	-9%	-7%
- O=S1(=O)CCN2C=C(Br)C=C(Br)C2=N1
    3%	2%	0%	27	0%	i	-6%	-11%	2%
- CCOc1ccc(S(=O)(=O)NCCC(=O)N2CCN(c3ccccc3O)CC2)cc1
    -30%	5%	3%	-5	0%	i	-18%	-4%	-1%
- CCCCCn1c(CN2CCN(c3cccc(Cl)c3)CC2)nc2c1c(=O)[nH]c(=O)n2C
    -71%	?	12%	-23	?	?	23µM*	?	25µM*
- O=C(Nc1ccc(CN2CCOCC2)cc1)c1ccc(F)cc1
    -2%	3%	1%	9	0%	?	-3%	-24%	39%[activator]
- CSCCC(NS(=O)(=O)c1ccc2c(c1)OCCO2)C(=O)N(C)Cc1ccccc1F (stereo unspecified)
    -3%	2%	3%	-10	0%	i	-3%	2%	.
- CCN1CCN(CCCNC(=O)c2cc3c(=O)n(C)c4ccccc4c3s2)CC1
    -35%	.	.	.	.	?	-28%	.	?
- CCSc1nc2cc(OC)c(OC)cc2c(=O)n1CCc1ccccc1
    5%	8%	21%	12	5%	i	2%	-8%	-14%
- CCN1C(=O)C(Cc2nc3ccccc3c(=O)n2C)c2cc(C)ccc21 (stereo unspecified)
    5%	.	.	.	.	?	18%	.	-3%
- CCOC(=O)C1CCN(C(=O)COC(=O)/C=C/c2cccc(OC)c2OC)CC1
    -12%	2%	?	11	0%	i	-1%	-6%	.
- COc1cccc(-c2cnc(NCc3cc(Cl)ccc3O)n2C)c1
    -35%	-12%	25%	0	-29%	i	?	10%	-31%
- Cc1cccc(COCC(Cc2ccccc2)N2CCN(C(=O)c3ccc(Cl)c(Cl)c3)CCC2=O)c1 (stereo unspecified)
    -13%	-27%	?	-74*	?	?	?	?	?
- COc1ccc(CN(C)C(c2ccccc2)c2nnnn2-c2ccccc2C)c(OC)c1C (stereo unspecified)
    -11%	-18%	15%	1	-14%	i	-8%	2%	-13%
- CCOc1ccccc1N1CCN(Cc2cc3c(cc2[N+](=O)[O-])OCO3)CC1
    -15%	-3%	?	-7	-6%	i	-16%	5%	-10%
- CCOCCCNS(=O)(=O)c1ccc2c(c1)CCN2C(=O)CC
    -2%	2%	-4%	6	1%	i	11%	-1%	15%
- O=C(NNC(=O)c1cc(-c2ccncc2)nc2ccccc12)c1ccccc1O
    -50%	-11%	?	73	?	i	?	-31%[inhibitor]	?
- CCOC(=O)c1ccc(NC(=O)COC(=O)c2cn(CC)c3nc(C)ccc3c2=O)cc1
    -9%	.	.	.	.	i	-5%	.	0%
- Cn1nnc2c(NCc3ccco3)nccc21
    -7%	5%	-2%	-11	0%	i	-2%	-3%	1%
- Cc1ccc(-c2nc3ccccc3c(=O)n2NC(=O)COc2ccccc2)cc1
    -8%	?	-1%	-4	9%	i	-2%	-12%	6%
- CC(=O)Nc1ccc2c(c1)CCCC2
    -48%	3%	2%	0	2%	i	5%	1%	5%
- COC(=O)Cc1ccc(NC(=S)NCc2cccc(OC)c2)cc1
    5%	-1%	13%	5	4%	i	-1%	2%	-3%
- Cc1ccc(NS(=O)(=O)c2ccc(NS(=O)(=O)c3cccs3)cc2)cc1
    5%	6%	?	4	16%	i	7%	1%	6%
- Cc1ccc(Nc2nc(-c3ccc(S(=O)(=O)N4CCOCC4)cc3)cs2)cc1
    -17%	?	-16%	-23	?	?	3%	?	?
- Brc1ccc(OCCN2CCOCC2)cc1
    -2%	27%	-2%	-2	21%	i	3%	22%	22%
- CC(C)(C)NC(=O)CSc1nncn1-c1ccccc1
    7%	2%	-3%	13	0%	i	-2%	-3%	-2%
- CNS(=O)(=O)c1ccc(NC(=O)Nc2ccc3c(c2)OCO3)cc1
    -3%	?	14%	-52*	?	i	-4%	?	17%
- Cc1ccc(-c2noc(-c3cccs3)n2)cc1
    -14%	0%	-10%	-8	6%	i	-12%	6%	111%[activator]
- CCC1CCc2c(sc(NC(=O)c3cnccn3)c2C(N)=O)C1 (stereo unspecified)
    -11%	1%	1%	-17	17%	i	5%	7%	15%
- CS(=O)(=O)N1CCN=C1SCc1cccc(F)c1
    -18%	7%	6%	-9	0%	?	-2%	1%	.
- O=C1OCCN1C(=O)[C@H]1[C@H](c2ccc(Cl)cc2)C(c2ccccc2)=NN1c1ccc(Br)cc1
    -33%	-24%	?	-28	-18%	.	0%	23µM*	-3%
- CC1CCN(C(=O)CS(=O)(=O)Cc2ccccc2)CC1
    9%	22%	-1%	-5	23%	i	?	-7%	19%
- COc1ccc(NC(=O)c2scc(S(=O)(=O)C(C)C)c2N)cc1
    6%	-2%	12%	-7	-19%	i	3%	-1%	28%
- N#Cc1cccnc1N1CCN(C(=O)COCC(=O)O)CC1
    -14%	2%	4%	9	1%	i	4%	-12%	.
- Cc1c(C)c2ccc(OCC(=O)NC3CCN(Cc4ccccc4)CC3)cc2oc1=O
    0%	-15%	0%	-1	1%	i	-23%	8%	-3%
- Cc1ccccc1C(=O)Nc1ccc(O)cc1C(=O)O
    14%	-5%	1%	8	-3%	i	-2%	-1%	.
- O=C(N/N=C/C=C/c1ccccc1)c1cccs1
    -12%	16%	-3%	0	7%	i	-1%	0%	?
- C[C@H]1C=C(C(=O)O)O[C@@H](OCc2ccc(CO)cc2)C1
    0%	12%	-5%	0	13%	i	20%	-17%[9.22 µM]	15%
- O=[N+]([O-])c1cc(C(F)(F)F)cc([N+](=O)[O-])c1NCc1cccnc1
    -50%	-2%	-1%	35	-6%	i	5%	-2%	-12%
- Cc1c(C(C)CCCO)oc(=O)c2c1Oc1c(C)c(C(C)C[C@H](C)O)oc(=O)c1C2 (stereo partly specified)
    -26%	11%	?	5	3%	i	?	-1%	-8%
- Cc1ccc2c(=O)c(C(=O)c3ccccc3)cn(CC(=O)Nc3ccc4c(c3)OCCO4)c2n1
    4%	.	.	.	.	i	3%	.	2%
- COc1cccc(CC(=O)Nc2nc(-c3cccnc3)cs2)c1
    -11%	12%	-27%	0	-1%	i	0%	16%	-25%
- Cn1c(=O)n(C)c2cc(S(=O)(=O)Nc3ccccc3C(=O)O)ccc21
    -21%&2%	15%	-5%	-8	14%	i	12%&2%	-10%	-10%&9%
- CCc1ccc(S(=O)(=O)c2cn(C)c3ccc(C)cc3c2=O)cc1
    -1%	.	.	.	.	i	-3%	.	-6%
- COc1ccc(-c2n[nH]c3c2CN(C(=O)c2ccc(F)cc2)CC3)cc1
    -1%	-7%	2%	20	-3%	i	14%	?	-16%
- C=CCn1c(SCC(=O)Nc2ccc(F)cc2F)nnc1-c1cnccn1
    10%	-1%	?	?	-1%	i	-3%	-4%	26%
- Cc1ccc(NC(=O)N2CCN3CCCCC3C2)cc1F (stereo unspecified)
    1%	.	.	.	.	i	1%	.	22%
- O=S(=O)(c1cccc2nsnc12)N1CCN(C/C=C\c2ccccc2)CC1
    -8%	-19%	-6%	-11	1%	i	-15%	2%	-2%
